Rpn11 inh = Rpn11 (human) deubiquitinase inhibition; O00487; human 26S proteasome, Ub4-pepOG fluorescence polarization; 20S core pre-blocked with epoxomicin; calls only at 20 µM; hit rate 0.59% among 360,000;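 active = inhibition at 20 µM, scaled to each plate's controls, above about 33%, limit read from the data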
Target sequence (O00487 whole entry, looked up): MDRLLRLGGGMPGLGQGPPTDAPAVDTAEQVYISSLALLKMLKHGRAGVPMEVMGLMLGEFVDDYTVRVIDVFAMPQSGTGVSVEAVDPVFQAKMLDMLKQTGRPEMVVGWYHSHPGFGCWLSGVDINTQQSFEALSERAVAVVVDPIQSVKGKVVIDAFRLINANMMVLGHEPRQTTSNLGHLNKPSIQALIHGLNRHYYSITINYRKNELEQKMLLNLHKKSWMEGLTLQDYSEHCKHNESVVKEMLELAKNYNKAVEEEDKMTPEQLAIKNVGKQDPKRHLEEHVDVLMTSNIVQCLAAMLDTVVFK
Neddylation inh = blocks human cullin neddylation | calls only at 25 µM | P61081+Q13564 | hit rate 0.58% among 360,000 | AID 651699 | TR-FRET cullin neddylation, biochemical; in the data active = inhibition above about 36%
NadD block = inhibitors of Staphylococcus aureus NadD; purified NadD enzyme, colorimetric absorbance read-out; inhibition, % at 20 µM; hit rate 0.78% among 360,000; in the data active = inhibition above about 26%; also: some compounds past the cut are filed as inactive
MT1-MMP act inh = MT1-MMP (human) activation inhibition | P50281 | HT1080 RFP-PRO-GFP cells, GFP/RFP ratio fluorescence, overnight; percent of plate control window, DMSO zero | GFP/RFP ratio change, % at 20 µM | hit rate 0.061% among 360,000 | AID 651647;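 active = GFP/RFP ratio change of at least 30% with cell ATP level not reduced by more than half and red fluorescence within 50% of control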; also: strong numbers were not always called active
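Assay system: HT1080 cells carrying an RFP-PRO-GFP reporter | Dosing: Single dose of 20 µM compound, 1% DMSO final | Incubation: Cells overnight before dosing, compound overnight, 37 °C, 5% CO2 | Evaluation: GFP/RFP fluorescence ratio | Control set: DMSO and RFP-L50D-GFP cell wells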
PABP1 MLLE inh = blocks PAM2 peptide binding to the PABP1 MLLE domain; GST-MLLE / FITC-PAM2 fluorescence polarization; hit rate 0.36% among 360,000; inhibition, % at 20 µM; in the data active = inhibition above about 35%, passing the limit was not always enough;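 also: plate controls were DMSO wells with GST-MLLE for no effect and wells lacking GST-MLLE protein for full effect; some results filed as inactive read as strong as hits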
Target sequence (P11940 whole entry, looked up, the tested form may be a part): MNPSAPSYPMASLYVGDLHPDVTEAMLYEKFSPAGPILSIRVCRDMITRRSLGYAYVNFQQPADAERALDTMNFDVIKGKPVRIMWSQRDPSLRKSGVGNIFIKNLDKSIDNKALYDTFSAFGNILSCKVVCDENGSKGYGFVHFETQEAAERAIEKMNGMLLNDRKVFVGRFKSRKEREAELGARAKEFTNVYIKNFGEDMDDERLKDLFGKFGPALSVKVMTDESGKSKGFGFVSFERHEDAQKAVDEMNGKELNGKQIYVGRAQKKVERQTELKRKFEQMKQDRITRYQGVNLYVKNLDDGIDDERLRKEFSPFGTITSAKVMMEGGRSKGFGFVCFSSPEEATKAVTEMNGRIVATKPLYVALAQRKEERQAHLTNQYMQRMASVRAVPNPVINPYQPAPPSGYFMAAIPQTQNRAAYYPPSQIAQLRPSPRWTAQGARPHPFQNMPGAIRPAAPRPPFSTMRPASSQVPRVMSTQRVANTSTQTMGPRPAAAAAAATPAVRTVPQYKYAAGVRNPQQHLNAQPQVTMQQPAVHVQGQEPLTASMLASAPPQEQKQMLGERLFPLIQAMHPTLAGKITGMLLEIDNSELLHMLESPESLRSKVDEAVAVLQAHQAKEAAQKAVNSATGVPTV
Rin1 Abl inh = inhibitors of human Rin1-Abl protein interaction; inhibition, % at 7.35 µM; P00519+Q13671; hit rate 0.4% among 360,000; TR-FRET Rin1/Abl binding, biochemical; in the data active = inhibition above about 5%, passing the limit was not always enough
FAS-TE inh = FAS thioesterase (human) inhibition; inhibition, % at 15 µM; P49327; recombinant FAS-TE, OMFH fluorogenic substrate, fluorescence endpoint; hit rate 0.67% among 360,000;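 active = compounds whose normalised, plate-corrected inhibition of enzyme fluorescence in the single-dose primary screen is 50% or more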;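 also: 0% = DMSO with enzyme and 100% = substrate without enzyme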
SKN-1 block = C. elegans SKN-1 inhibition | AID 624304 | inhibition, % at 21.8 µM | hit rate 0.49% among 360,000 | C. elegans VP596 Pgst-4::GFP/RFP ratio, acrylamide-induced, 24 h;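 active = interference check ratio from 0.5 to 1.5 plus GFP to RFP signal ratio inhibition reaching or exceeding a fixed threshold, cut at about 30% in these data, passing the limit was not always enough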; also: some compounds called inactive have numbers as strong as hits
CSN inh = CSN deneddylation inhibition. inhibition, % at 12.5 µM. Purified CSN, SCF-Nedd8-OG deneddylation, fluorescence polarization. Q92905. hit rate 0.38% among 360,000. AID 651999;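 active = pattern-corrected inhibition above about 35%, with an unprinted fluorescence ratio check between 0.5 and 1.5, limit read from the data, passing the limit was not always enough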;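 also: 0% = enzyme with substrate and 100% = substrate without enzyme; some results filed as inactive read as strong as hits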
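Assay system: HEK293T-derived human Csn5 enzyme; quantity: 0.24 nM enzyme; medium: Tris/NaCl/DTT buffer, pH 7.5; also added: substrate SCFSkp2-Nedd8OG, 10 nM; doses: 12.5 µM compound; schedule: 90 min reaction at room temperature; signal: FP; read-out: % inhibition of substrate cleavage by Csn5; benchmarks: substrate-only high control, full reaction low control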
* hit, by the source's call; i = inactive; · = no result given.

compound	Rpn11 inh	Neddylation inh	NadD block	MT1-MMP act inh	PABP1 MLLE inh	Rin1 Abl inh	FAS-TE inh	SKN-1 block	CSN inh
COc1cc([N+](=O)[O-])ccc1NC(=S)Nc1cccc(C(=O)O)c1	i	i	-2	-1	31	-6	-8	7	-1
CCCOc1ccc(C(=O)Nc2cc(S(=O)(=O)N3CCOCC3)ccc2N2CCOCC2)cc1	i	i	1	-6	-10	-1	18	18	-5
COc1ccc(/C=N/NC(=O)C[n+]2ccccc2)c(OC)c1	i	i	-9	-1	-28	2	-3	-9	-6
CCn1c(COc2ccc(Cl)c(C)c2)nnc1SCC(=O)N1CCCC1	i	i	5	-1	-38	0	-2	-1	0
COc1ccc(C(=O)N2CCN(C(=O)c3ccco3)CC2)cc1	i	i	3	4	6	1	-8	25	-9
Cn1c(CC(=O)c2ccc(Br)cc2)[n+](C)c2ccccc21	i	i	-4	-3	5	1	-3	6	-8
COCCNC(=O)c1ccc2c(=O)n(Cc3ccco3)c(SCC(=O)Nc3ccc(OC)cc3OC)nc2c1	i	i	-10	-5	10	2	1	-2	33
COc1ccc(Cl)cc1S(=O)(=O)N1CCCC(C(=O)N2CCOCC2)C1 (centres undefined)	i	i	-5	-4	-1	2	-7	-21	3
COc1ncnc2c1ncn2CCCNCCN1CCOCC1	i	i	-5	5	-5	-2	-15	-11	-4
COc1ccc(OC)c(NC(=O)Cn2cnc3c(cnn3-c3ccccc3)c2=O)c1	i	i	-1	-2	10	-2	9	17	4
Cc1cc(N2CCN(S(=O)(=O)c3ccccc3)CC2)c2ccccc2n1	i	i	5	2	-5	-2	6	1	3
COc1cccc2c(Nc3ccccc3C)cc(C)nc12	i	i	-11	1	-12	-1	-3	1	3
COC(=O)COc1nc(C)c2c(c1C#N)CC(C)(C)OC2	i	i	1	-2	-14	3	-12	-6	2
Cc1cc2c(OCC(O)CNCc3ccco3)cccc2[nH]1 (centres undefined)	i	i	2	1	-2	-1	-6	-13	3
CCCn1c(SCC(=O)NCc2ccco2)nc2c1c(=O)n(C)c(=O)n2C	i	i	9	1	11	-3	-6	-6	1
Cc1ccc(S(=O)(=O)N2CCC(=O)N(CCOCc3cccc(C)c3)CC2)cc1	i	i	-4	5	15	1	4	10	-3
CC(=O)N1C(c2ccccc2O)C[C@]2(C)CC(=O)NC12 (some centres undefined)	i	i	1	1	0	4	-5	-2	-5
COc1ccc(N(CCC#N)C(=O)/C(C#N)=C\c2cccs2)cc1	i	i	0	1	2	0	4	-5	1
Cc1nnsc1C(=O)NC1CCCc2c1cnn2-c1cc(F)cc(F)c1 (centres undefined)	i	i	-5	-1	0	-2	-2	-11	4
COc1ccc(/C=C/C(=O)c2ccc3c4c(cccc24)CC3)cc1OC	i	i	-6	1	8	-2	17	7	-6
Cc1nn(C(C)C(=O)NCCCN2CCCC2)c(=O)c2nn(-c3ccccc3)c(C)c12 (centres undefined)	i	i	2	1	-27	1	-7	17	-1
O=P(Cc1cc(Br)cc(Br)c1OCCO)(c1ccccc1)c1ccccc1	i	i	6	-5	2	-1	-2	-1	4
CCCCOc1ccc(Cl)cc1CSc1n[nH]c(C)n1	i	i	-4	-1	-2	-2	-4	-2	3
C/C(CC(=O)Nc1ccccn1)=N\NC(=O)c1ccc([N+](=O)[O-])cc1Cl	i	i	-3	3	18	1	1	-4	2
COc1ccc(-n2nnc3c(=O)n(CC(=O)NCC4CCCO4)cnc32)cc1 (centres undefined)	i	i	7	6	4	2	-3	3	0
Cc1cc(OCC(=O)N2CCCC2)cc(C)c1Cl	i	i	-1	-5	-4	-1	1	-1	-2
Oc1[nH]c2ccccc2c1C=Nc1ccccc1	i	i	-8	0	1	-5	0	8	0
Cc1ccc(CNC(=O)COC(=O)c2cncc(Br)c2)cc1	i	i	-3	3	-16	1	-3	5	0
COc1cc(C2/C(=C(/O)c3ccc(OCC(C)C)cc3)C(=O)C(=O)N2CCN(C)C)ccc1O (centres undefined)	i	i	7	4	9	3	-4	5	-2
COc1ccc(S(=O)(=O)NCc2ccco2)c2ccccc12	i	i	3	0	3	-3	4	-6	-1
Nn1c(SCc2cccc3ccccc23)nnc1-c1ccco1	i	i	8	-4	4	-3	-6	0	-7
COc1ccc(S(=O)(=O)N2CCCC2CNC(=O)C(=O)NCc2ccccn2)cc1 (centres undefined)	i	i	-3	4	7	2	2	5	0
O=C(N=C1SC2CS(=O)(=O)CC2N1c1ccccc1C(F)(F)F)C1CCCO1 (centres undefined)	i	i	-4	-3	5	0	-2	3	0
CSCCC(NC(=O)c1ccco1)C(=O)NCCc1ccc(F)cc1 (centres undefined)	i	i	3	-3	-1	-2	-3	-12	-2
CCO/N=C(/C)c1c(O)cc(-c2ccccc2)n(-c2ccccc2)c1=O	i	i	1	0	3	-3	-13	6	0
CC(C)Cc1ccc(-c2ccc3nccn3c2)cc1	i	i	8	-3	-13	-4	15	12	9
O=C(CCl)N(Cc1cc(=O)[nH]c2ccccc12)c1ccccc1	i	i	-4	-2	-8	-4	7	8	-1
COc1ccc(-n2nnnc2C2c3ccccc3C(=O)N2C2CCN(Cc3ccccc3)CC2)cc1 (centres undefined)	·	i	-3	1	·	·	-1	-4	-1
COc1cc(O)c(NC(C)=O)c2nonc12	i	i	-3	4	2	3	-5	10	-5
Cc1cccc(Cc2nc3ccccc3[nH]2)c1	i	i	-1	2	-17	4	-5	9	-1
COc1ccc2c(CC(=O)N[C@@H](Cc3c[nH]c4ccccc34)C(=O)O)cc(=O)oc2c1	i	i	3	-1	14	3	-3	-9	0
Cc1csc(NC(=O)c2ccco2)n1	i	i	-5	0	-11	0	-15	-27	0
Cc1cccc(NC(=S)N(CCc2ccncc2)C(C)C)c1C	i	i	2	1	-31	2	-5	5	-2
C=CCOC(=O)C1=C(C)NC(C)=C(C(=O)OCC=C)C1c1ccc(C)o1	i	i	-15	2	-5	-3	13	1	-2
CC(C)CCNC(=O)C1c2ccccc2Oc2ccccc21	i	i	-2	1	0	1	1	-3	-1
Cc1cc(NC(=O)c2ccc(C)s2)n(-c2nc3ccccc3[nH]2)n1	i	i	14	-3	7	-2	7	8	1
COc1ccc(N(C(=O)c2ccn[nH]2)C(C(=O)NC2CCCC2)c2ccc(F)cc2)cc1 (centres undefined)	i	i	5	0	8	0	12	-3	-2
CN(C)c1ccc(NC(=O)CCn2c(=S)oc3ccccc32)cc1	i	i	6	4	-25	3	0	3	4
O=C(Nc1ccc(Cl)cc1)OC(CN1CCCCC1)C(F)(F)F (centres undefined)	i	i	-1	5	7	3	12	4	3
CC(=O)OCn1ncc(N2CCOCC2)c(Br)c1=O	i	i	-4	4	4	0	1	4	-5

Sorted by heavy-atom count (rising): some entries from above.
compound	Rpn11 inh	Neddylation inh	NadD block	MT1-MMP act inh	PABP1 MLLE inh	Rin1 Abl inh	FAS-TE inh	SKN-1 block	CSN inh
Cc1cccc(Cc2nc3ccccc3[nH]2)c1	i	i	-1	2	-17	4	-5	9	-1
Oc1[nH]c2ccccc2c1C=Nc1ccccc1	i	i	-8	0	1	-5	0	8	0
CC(=O)OCn1ncc(N2CCOCC2)c(Br)c1=O	i	i	-4	4	4	0	1	4	-5
COc1ccc(S(=O)(=O)NCc2ccco2)c2ccccc12	i	i	3	0	3	-3	4	-6	-1
Cc1cccc(NC(=S)N(CCc2ccncc2)C(C)C)c1C	i	i	2	1	-31	2	-5	5	-2
Cc1cc(NC(=O)c2ccc(C)s2)n(-c2nc3ccccc3[nH]2)n1	i	i	14	-3	7	-2	7	8	1
CSCCC(NC(=O)c1ccco1)C(=O)NCCc1ccc(F)cc1 (centres undefined)	i	i	3	-3	-1	-2	-3	-12	-2
C=CCOC(=O)C1=C(C)NC(C)=C(C(=O)OCC=C)C1c1ccc(C)o1	i	i	-15	2	-5	-3	13	1	-2
O=C(N=C1SC2CS(=O)(=O)CC2N1c1ccccc1C(F)(F)F)C1CCCO1 (centres undefined)	i	i	-4	-3	5	0	-2	3	0
COc1ccc(N(C(=O)c2ccn[nH]2)C(C(=O)NC2CCCC2)c2ccc(F)cc2)cc1 (centres undefined)	i	i	5	0	8	0	12	-3	-2
COc1ccc(-n2nnnc2C2c3ccccc3C(=O)N2C2CCN(Cc3ccccc3)CC2)cc1 (centres undefined)	·	i	-3	1	·	·	-1	-4	-1

Going on with the list.
compound	Rpn11 inh	Neddylation inh	NadD block	MT1-MMP act inh	PABP1 MLLE inh	Rin1 Abl inh	FAS-TE inh	SKN-1 block	CSN inh
O=C(NC(=S)N1CCCCCC1)c1ccccc1	i	i	3	3	23	-7	-7	19	0
COC(=O)c1cc(CNC(=O)C(C)NS(=O)(=O)c2ccc(C)c(C)c2)ccc1OC (centres undefined)	i	i	-4	-3	3	4	1	17	4
COc1ccc(Cl)cc1NC(=S)NCc1cccs1	i	i	-2	0	8	0	9	-1	3
COc1cc(NC(=O)c2cc(-c3ccccc3)nc3c2cnn3C(C)C)cc(OC)c1OC	i	i	-10	-1	-6	2	43	9	-3
COc1ccc(C(=O)Nn2c(C)ccc2C)cc1OC	i	i	26	-2	-37	2	-1	16	4
COc1ccc(CNC(=O)CN2C(=O)NC(C)(c3cccc4ccccc34)C2=O)cc1OC (centres undefined)	i	i	-7	1	-19	0	-2	1	-2
CC(=O)Nc1ccc(NC(=O)CSc2ccc3nnc(-c4cccnc4)n3n2)cc1	i	i	2	0	23	-4	0	10	4
